Compound activity: PubChem, several laboratories
M4 PAM: positive allosteric modulators of human muscarinic M4 receptor; CHO-K1 hM4/Gqi5, Fluo-8 calcium fluorescence, ACh EC20; 0% = ACh EC20, 100% = maximal ACh; activation, % at 3 µM; actives 0.4% (n = 360,000); AID 624126;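 active = activation above its plate's cutoff, the mean activation of sample wells plus 3 SD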; also: some results filed as inactive read as strong as hits
Target sequence (P08173 whole entry, looked up): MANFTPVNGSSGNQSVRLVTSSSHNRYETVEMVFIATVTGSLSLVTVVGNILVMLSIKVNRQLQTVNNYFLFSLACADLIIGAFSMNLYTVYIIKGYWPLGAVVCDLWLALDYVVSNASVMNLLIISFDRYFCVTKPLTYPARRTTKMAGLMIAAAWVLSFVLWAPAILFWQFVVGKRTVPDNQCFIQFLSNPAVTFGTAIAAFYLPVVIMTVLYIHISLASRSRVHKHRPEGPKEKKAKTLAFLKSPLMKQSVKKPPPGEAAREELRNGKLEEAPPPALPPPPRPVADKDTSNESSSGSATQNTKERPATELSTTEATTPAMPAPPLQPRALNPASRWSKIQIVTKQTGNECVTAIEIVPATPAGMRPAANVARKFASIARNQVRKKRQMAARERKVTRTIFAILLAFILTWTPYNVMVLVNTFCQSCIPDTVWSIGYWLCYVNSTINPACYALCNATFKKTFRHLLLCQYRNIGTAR
pCIP destab: compounds decreasing mouse p/CIP protein stability. Q05BA5. F442A p/CIP-EGFP cells, EGFP fluorescence, 16 h. decrease of EGFP signal, % at 10 µM. actives 0.01% (n = 290,000). AID 1984;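 active = EGFP signal decrease of at least 30% at 10 µM or well 3 SD below plate mean, unless failing retest; inactive = the rest, including hits failing retest or dose response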; also: some compounds called inactive have numbers as strong as hits; many of its hits are not listed in these tables
PHOSPHO1 block: inhibitors of human PHOSPHO1 phosphatase. Q8TCT1. inhibition, % at 13.3 µM. actives 1.1% (n = 290,000). recombinant PHOSPHO1, absorbance phosphatase assay; in the data active = inhibition above about 60%
Target sequence (Q8TCT1 whole entry, looked up): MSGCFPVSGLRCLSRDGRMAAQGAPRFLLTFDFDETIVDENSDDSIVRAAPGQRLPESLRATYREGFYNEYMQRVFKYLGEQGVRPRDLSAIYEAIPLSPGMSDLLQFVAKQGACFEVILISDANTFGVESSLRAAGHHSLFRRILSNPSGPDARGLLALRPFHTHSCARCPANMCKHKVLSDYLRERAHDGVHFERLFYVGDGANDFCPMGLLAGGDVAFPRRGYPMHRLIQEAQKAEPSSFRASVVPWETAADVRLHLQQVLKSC
MEKK3 PB1 HTS: raises or lowers MEK5 binding to the human MEKK3 PB1 domain. binding response (% of control), % at 10 µM. Q99759. AID 1529. bead-based flow cytometry, Alexa488-MEK5 binding to MEKK3; actives lie on both sides; 0 = blocked by unlabeled MEK5, 100 = vehicle. actives 1.4% (n = 290,000);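 active = binding response more than 3 SD above or below the average of its plate-row segment, actives on both sides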;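 also: Alexa488 bead fluorescence after subtracting the streptavidin-only scavenger bead signal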
GalR3 antag: antagonists of human GalR3; O60755; HEK293 GalR3-CNG cAMP membrane potential fluorescence; galR3 body fused to GalR1 C-terminus; inhibition, % at 3 µM; actives 0.44% (n = 360,000); AID 651719;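 active = inhibition above the screen-wide average plus 3 SD, cut at about 13% in these data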;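 also: forskolin and galanin both at EC90 stimulate the cells; cAMP rise reported by CNG channel membrane potential dye signal; 0% = forskolin plus galanin with DMSO and 100% = forskolin alone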
Target sequence (O60755 1-299 limits assumed): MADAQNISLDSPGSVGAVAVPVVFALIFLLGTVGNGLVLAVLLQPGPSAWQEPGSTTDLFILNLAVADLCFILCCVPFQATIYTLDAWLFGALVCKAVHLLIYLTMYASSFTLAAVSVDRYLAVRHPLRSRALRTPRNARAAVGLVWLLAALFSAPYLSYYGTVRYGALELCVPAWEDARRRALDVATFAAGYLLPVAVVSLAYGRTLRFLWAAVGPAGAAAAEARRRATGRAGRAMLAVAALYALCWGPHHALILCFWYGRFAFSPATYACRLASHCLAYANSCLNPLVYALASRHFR
CRFR2-BP antag: CRF-BP/CRF-R2 complex antagonism | AID 588475 | actives 0.59% (n = 350,000) | inhibition, % at 11.8 µM | HEK293 CRF-R2/CRF-BP, CRF-induced calcium fluorescence;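 active = inhibition of the ligand-induced calcium signal above about 50% at the single tested concentration, limit read from the data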
IDE inh: inhibits human insulin-degrading enzyme in HEK cells; P14735; FAbetaB cleavage, fluorescence polarization; inhibition, % at 5.59 µM; actives 0.41% (n = 320,000); AID 434962;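 active = percent inhibition above the average of all tested compounds plus 3 SD, set per screening campaign, cut at about 16% in these data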;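 also: IDE supplied by intact live HEK cells; FP after avidin binding of uncleaved biotin substrate so inhibition keeps polarization high; 0% = DMSO wells and 100% = 60 µM reference IDE inhibitor Ii1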
CRFR2-BP ag: CRF-BP/CRF-R2 complex agonism; activation, % at 13.2 µM; HEK293 CRF-R2/CRF-BP, calcium dye fluorescence (FLIPR); percent of saturating CRF peptide response; actives 0.46% (n = 350,000);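 active = activation of at least 50%, plus an integration ratio under a set limit after plate pattern correction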;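 also: plate controls were neutral control wells without compound for no effect and CRF at EC100 for full effect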
IDE act: IDE (human) activation, cell-based. actives 0.073% (n = 340,000). activation, % at 5.96 µM. P14735. AID 493087. HEK cells, FAbeta-B cleavage, fluorescence polarization; 0% vehicle, 100% cell-free pure enzyme wells;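 active = activation above the mean of all tested compounds plus 3 SD, set per screening campaign, cut at about 17% in these data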
An asterisk follows results filed as active; nt = not tested or not shown; [ ] = remark or other dose. The order is random; any-hit rate near 4.2%.

entry	IDE inh	GalR3 antag	CRFR2-BP ag	CRFR2-BP antag	pCIP destab	IDE act	M4 PAM	MEKK3 PB1 HTS	PHOSPHO1 block	SMILES
1	-4	-4	2.3	16	-12	7	3	95	-22	CC(C)CN(CC(C)C)C(=O)CS(=O)(=O)Cc1ccccc1
2	4	1	-4.7	28	-4	6	-3	101	34	Cn1c(SCC(=O)NCC2CCCO2)nnc1-c1cccc(NC(=O)c2ccccc2F)c1 (configuration not stated)
3	1	-3	-1.1	1	-6	0	6	106	3	CSCCC1NC(=O)N(CC(=O)Nc2cccc3ccccc23)C1=O (configuration not stated)
4	0	-2	0.4	0	1	4	11	100	25	O=C(NCc1cccnc1)C1c2ccccc2C(=O)N1C1CCCCCCC1 (configuration not stated)
5	-2	-6	-1.1	-2	2	-3	2	114	20	Nc1nnc(CC(=O)N/N=C\c2ccc(-c3cccc(Cl)c3)o2)s1
6	3	-2	0.9	9	-9	5	0	108	20	COc1ccc(NC2=NCC(=O)N2c2ccccc2)c(OC)c1
7	nt	-5	0.1	-9	nt	nt	-5	nt	nt	COc1cccc(S(=O)(=O)N(C)C[C@H]2Oc3cc(Br)ccc3S(=O)(=O)N([C@@H](C)CO)C[C@H]2C)c1
8	nt	-11	0.8	3	-6	6	-6	108	39	COC(=O)c1ccc(Cn2nc(-c3cc(C)ccc3C)ccc2=O)cc1
9	-6	-4	-0.5	17	-4	0	-8	106	7	Cc1ccc(CNC(=O)c2ccccc2CCc2ccccc2)cc1
10	0	-2	1.1	-4	9	0	2	63	16	CCN(CC)C(=O)c1cc2c(=O)c3cc(Cl)ccc3oc2nc1C
11	1	-1	-1.5	-33	6	-2	-7	92	8	CCNC(=O)NC(=O)C(C)Sc1ncc(C(F)(F)F)cc1Cl (configuration not stated)
12	-4	-4	-1.1	-2	15	5	-12	100	8	COc1cccc(CCNc2ccc(N3C(=O)CC(C)C3=O)cc2[N+](=O)[O-])c1 (configuration not stated)
13	-2	-5	-2.1	12	-8	2	-5	107	45	CCCCn1c(SCc2ccc(C(=O)OC)o2)nc2cc(S(N)(=O)=O)ccc21
14	0	nt	-6.9	18	-15	2	-1	108	-14	O=C(NCCSc1c[nH]c2ccccc12)c1ccc(Br)o1
15	5	-4	2.9	11	0	3	-3	100	4	Cc1c(CC(=O)O)c(=O)oc2cc(OCc3nn[nH]n3)ccc12

entry	IDE inh	GalR3 antag	CRFR2-BP ag	CRFR2-BP antag	pCIP destab	IDE act	M4 PAM	MEKK3 PB1 HTS	PHOSPHO1 block	SMILES
16	7	-3	0.0	-2	0	-1	-2	84	-23	COc1cccc(Cn2nnc3c(=O)[nH]c(C4CCCN(C(=O)c5ccccc5Cl)C4)nc32)c1 (configuration not stated)
17	2	3	-1.8	23	1	-4	-4	99	-28	COc1ccc(OC)c2c1CC(C)(C)NC2=O
18	7	-9	-0.8	-16	-11	7	31*	105	41	O=C(Nc1cnn(Cc2ccc(Cl)cc2Cl)c1)c1cc(-c2cccs2)on1
19	-3	-12	2.1	-5	-8	2	2	73	14	Cc1cc(NC(=O)CSc2ncccn2)no1
20	3	-4	-1.4	3	3	1	-10	109	-32	O=C(c1cnn2c(C(F)(F)F)cc(-c3cccs3)nc12)N1CCN(Cc2ccccc2)CC1
21	1	-8	-1.8	0	-5	2	4	103	17	CC(C)[C@H](NC(=O)OC(C)(C)C)C(=O)N/N=C/c1cccc2nccnc12
22	0	-9	-1.1	5	9	0	-1	99	26	CN(CCOc1ccccc1)C(=O)C1CCC(=O)N(CCCN2CCCC2=O)C1 (configuration not stated)
23	-3	0	0.5	-10	0	1	-3	102	-20	NC(=O)C1CCN(C(=O)c2ccc3nc(-c4ccccc4)c(-c4ccccc4)nc3c2)CC1
24	5	-1	-3.0	-2	-9	4	11	102	-11	Cc1cc(-c2ccccc2)n2ncc(C#N)c2n1
25	2	-5	-0.5	-24	6	5	-4	68	-1	CC(C)(Oc1ccc(Cl)cc1)C(=O)OCC(=O)Nc1ncc(Cl)cc1Cl
26	6	-6	4.3	8	-10	3	2	86	12	COc1ccc(CC(=O)c2ccc(OC)c(OC)c2)cc1
27	-2	-4	-0.8	-3	7	5	-4	105	11	CSc1cccc(NC(=O)CSc2ccc(Cl)cc2)c1
28	1	-1	-0.9	9	-12	-2	10	100	15	Cc1cc(S(=O)(=O)NCc2cccnc2)ccc1-n1cnnn1
29	2	2	-1.3	7	-2	5	-3	101	-3	CC1CCCCN1CCNC(=O)C1CC(=O)N(c2ccc(F)c(Cl)c2)C1 (configuration not stated)
30	2	5	1.0	1	-1	-5	-2	95	14	Cc1ccc(-c2nc(CS(=O)(=O)CC(=O)NCCN3CCOCC3)c(C)o2)cc1

entry	IDE inh	GalR3 antag	CRFR2-BP ag	CRFR2-BP antag	pCIP destab	IDE act	M4 PAM	MEKK3 PB1 HTS	PHOSPHO1 block	SMILES
31	2	-10	-1.1	-2	-2	2	3	105	28	CNc1nc(N)c([N+](=O)[O-])c(N2CCCCCC2)n1
32	nt	-6	5.1	-16	nt	-2	-3	nt	nt	c1ccc(OCCN2CCNCC2)cc1
33	-1	1	2.4	1	-6	1	-35	48*[inhibitor]	8	FC(F)(F)c1nc(-c2ccccc2)ncc1-c1nnnn1-c1ccccc1
34	1	-3	-2.4	8	-5	7	-10	101	-5	O=S(=O)(Nc1ccc(Cc2ccncc2)cc1)c1ccc(Cl)s1
35	6	-3	0.9	-12	-14	-2	8	105	28	O=C(N/N=C/c1ccccc1Br)c1ccc(CSc2cccc3cccnc23)cc1
36	7	nt	-3.4	-8	-17	-7	0	96	2	CCn1nnc(NC(=O)COc2ccc(C3CCCCC3)cc2)n1
37	4	-2	3.4	3	-2	1	8	106	17	Clc1ccc(CSc2nnc(-c3c[nH]c4ccccc34)o2)cc1
38	6	-1	-2.4	-6	nt	2	6	nt	nt	COc1ccc(OCC(=O)OCC(=O)NC2CCCC2)cc1
39	0	1	5.2	-26	-17	2	5	89	23	CCOc1cccc2cc(C(N)=O)c(=NCc3ccccc3)oc12
40	nt	-2	2.0	14	nt	5	-7	nt	nt	COc1ccc(C(=O)Nc2cccc(C)n2)cc1S(=O)(=O)N1CCCc2ccccc21
41	-4	-2	0.8	3	nt	-3	0	nt	nt	COc1ccc(C(CNC(=O)C(=O)NC2CCCCC2)N2CCN(C)CC2)cc1 (configuration not stated)
42	-7	0	-0.1	-32	5	-2	-7	104	23	Cc1cccc(OCCNC(=S)NC(=O)c2cncc(Br)c2)c1
43	4	-3	5.4	-14	-11	6	9	92	2	O=C(Cc1ccccc1)Nn1c(-c2ccccc2)nc2ccccc2c1=O
44	-2	-10	-0.7	-10	-15	5	-1	113	22	COC(CNS(=O)(=O)c1ccc(Cl)cc1)c1ccccc1 (configuration not stated)
45	nt	-2	-0.2	-7	nt	2	6	nt	nt	O=C1CN(S(=O)(=O)c2cccc(Cl)c2Cl)CCN1

3 structures out of the list, arranged by heavy-atom count, low to high:
entry	IDE inh	GalR3 antag	CRFR2-BP ag	CRFR2-BP antag	pCIP destab	IDE act	M4 PAM	MEKK3 PB1 HTS	PHOSPHO1 block	SMILES
45	nt	-2	-0.2	-7	nt	2	6	nt	nt	O=C1CN(S(=O)(=O)c2cccc(Cl)c2Cl)CCN1
36	7	nt	-3.4	-8	-17	-7	0	96	2	CCn1nnc(NC(=O)COc2ccc(C3CCCCC3)cc2)n1
33	-1	1	2.4	1	-6	1	-35	48*[inhibitor]	8	FC(F)(F)c1nc(-c2ccccc2)ncc1-c1nnnn1-c1ccccc1

Next results.
entry	IDE inh	GalR3 antag	CRFR2-BP ag	CRFR2-BP antag	pCIP destab	IDE act	M4 PAM	MEKK3 PB1 HTS	PHOSPHO1 block	SMILES
46	-3	-2	-1.0	14	nt	3	8	nt	nt	COCCN(CC(=O)Nc1cccc(C)c1C)C(=O)Cc1cccs1
47	5	-1	3.3	1	-11	-4	8	103	-3	CC(C)N=C(NC#N)SCC(=O)NC(C)(C)C
48	4	-3	-0.2	19	6	0	-2	103	15	COc1cc(-c2nc(-c3ccccc3)c(-c3cccs3)[nH]2)cc(OC)c1O
49	1	0	0.1	-17	-4	2	-16	57	19	CC1CCN(C(=O)c2ccc(N3C(=O)C4CCC(C)CC4C3=O)cc2)CC1 (configuration not stated)
50	-2	-1	-2.7	-6	-4	4	1	105	8	O=C(CSc1nnc(NC(=O)C2CC2)s1)Nc1cccc(F)c1
51	-5	-1	-0.1	-7	nt	7	9	nt	nt	CC(C)(C)OC(=O)C[C@H]1C/C=C\C[C@H](CC(=O)N(CCO)Cc2ccccc2)C(=O)NCCOC1=O
52	4	-1	0.2	-8	0	3	6	101	92*	CCn1c(N2CCN(CC(=O)c3c(C)n(C)c4ccccc34)CC2)nc2c1c(=O)[nH]c(=O)n2C
53	0	-4	-0.6	0	nt	2	14	nt	nt	O=C(OC1CCOC1=O)C1CCN(S(=O)(=O)c2ccc(Cl)c(C(F)(F)F)c2)CC1 (configuration not stated)
54	2	-5	-1.5	10	3	15	0	97	16	Cc1ccccc1OCCCC(=O)Nc1ccccc1C(F)(F)F
55	-3	-5	-1.9	-28	-12	6	3	103	-6	O=C(CCNC(=O)c1ccc(Br)o1)NC1CCCC1
56	2	-4	-1.4	1	-6	5	7	104	3	O=C(Nc1ccccc1C(=O)O)c1cccc(NC(=O)c2ccccc2Br)c1
57	2	1	3.4	-9	nt	1	8	nt	nt	CC(=O)c1ccccc1NC(=O)COC(=O)/C=C/c1ccc(OC(F)F)cc1
58	0	-8	1.1	-4	-8	7	-7	103	20	O=C(Cc1cccc2ccccc12)Nc1ccc2c(c1)C(=O)NC2=O
59	2	-3	1.4	-13	0	3	1	93	-2	CCN(CC)S(=O)(=O)c1cccc(-c2nc3n(n2)Cc2ccccc2-3)c1
60	-3	3	0.4	-1	7	-14	7	94	4	COc1ccc(Br)cc1C(C[N+](=O)[O-])c1c(N)n(C)c(=O)n(C)c1=O (configuration not stated)

entry	IDE inh	GalR3 antag	CRFR2-BP ag	CRFR2-BP antag	pCIP destab	IDE act	M4 PAM	MEKK3 PB1 HTS	PHOSPHO1 block	SMILES
61	0	-4	-0.5	0	-4	-3	0	85	23	Cc1cccnc1NC(=S)Nc1ccc(Br)cc1Cl
62	1	1	-1.1	8	-16	4	-1	92	1	CC(C(=O)Nc1ncc2c(n1)CC(C)(C)CC2=O)N1C(=O)c2ccccc2C1=O (configuration not stated)
63	-2	-6	1.6	0	-10	-1	-4	99	25	COc1ccc(N2CCN(C(=O)[C@H](Cc3c[nH]c4ccccc34)NC(C)=O)CC2)cc1
64	nt	3	-0.7	3	nt	5	6	nt	nt	COC(=O)c1cccc(NC(=O)C2CCCN2C(=O)c2cccs2)c1 (configuration not stated)
65	-4	-3	4.5	19	nt	3	-1	nt	nt	COc1ccc(-c2sc3ccc(OC)cc3c2-c2ccc(O)cc2)cc1
66	3	-2	1.1	-3	-15	-2	0	99	15	Cc1ccc2c(C)c(C(=O)N(Cc3ccncc3)CC3CCCO3)oc2c1C (configuration not stated)
